Bioassay records deposited in PubChem by National Center for Advancing Translational Sciences (NCATS).
TDP1 block: qHTS Assay for Inhibitors of Tyrosyl-DNA Phosphodiesterase (TDP1). Tyrosyl-DNA phosphodiesterase 1 (Homo sapiens), Q9NUW8. recombinant TDP1, AlphaScreen DNA substrate cleavage. Potency, µM (series often up to 130 µM), for the others: top-dose activity change, negative = inhibition, hits mostly inhibitors. 350,000 compounds, 0.28% hits. AID 485290, 2010; active = well fitted inhibition curve with a large enough effect; note: nearly all actives have a fitted effect of over 40% in size
Target sequence (Q9NUW8 whole entry, looked up): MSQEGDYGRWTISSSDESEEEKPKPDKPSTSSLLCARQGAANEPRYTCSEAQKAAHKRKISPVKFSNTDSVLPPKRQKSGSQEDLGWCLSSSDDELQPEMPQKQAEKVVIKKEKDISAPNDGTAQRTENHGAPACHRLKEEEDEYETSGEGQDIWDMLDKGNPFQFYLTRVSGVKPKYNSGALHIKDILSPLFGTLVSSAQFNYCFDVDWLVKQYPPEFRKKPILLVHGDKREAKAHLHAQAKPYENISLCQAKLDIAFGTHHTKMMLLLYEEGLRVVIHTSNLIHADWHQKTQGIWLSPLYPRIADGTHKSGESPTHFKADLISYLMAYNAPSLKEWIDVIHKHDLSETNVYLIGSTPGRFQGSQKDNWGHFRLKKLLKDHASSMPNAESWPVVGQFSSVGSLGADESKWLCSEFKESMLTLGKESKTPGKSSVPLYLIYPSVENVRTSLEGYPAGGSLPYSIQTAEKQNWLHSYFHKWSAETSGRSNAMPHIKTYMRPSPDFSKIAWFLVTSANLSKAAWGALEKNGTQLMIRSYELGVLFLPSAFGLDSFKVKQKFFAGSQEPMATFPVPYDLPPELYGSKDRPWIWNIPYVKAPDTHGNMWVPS
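Enzyme-compound mixtures sat 15 min at room temperature, followed by a 5 min reaction with 15 nM final substrate and 10 min with AlphaScreen beads. Recombinant human Tdp1 was used at 1 nM final.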
* = called active by the depositor; & = joins results of further samples; [ ] = dose if it differs, or a comment. % is set by controls: 0 for no effect and ±100 for the full control effect; potency is the fitted concentration of half-maximal effect. An excerpt; count on the stated rates, not on these rows.

structure,TDP1 block
CCCCCCCCCCCCCCCC(=O)OCC(NC(=O)C(Cl)Cl)C(O)c1ccc([N+](=O)[O-])cc1 (centres undefined),2.0%
C=C(C)C(=O)OC,9.9%
CCCCNc1nc(C#N)nc(Nc2ccccc2)n1,6.2%
Cc1ccc(NC(=O)c2ccc3c(c2)CCC(=O)N3)cc1C,-10.7%
CCN[C@@H]1C[C@H](C)S(=O)(=O)c2sc(S(N)(=O)=O)cc21,5.6%[21 µM]
Cc1c(P(=S)(c2ccccc2)c2ccccc2)c2ccccc2n1Cc1ccccc1,0.4%
C[C@@H]1CN(S(=O)(=O)c2ccc3c(c2)OCCO3)CCN1S(=O)(=O)c1c(F)cccc1F,0.7%&1.1%
CC/C=C\C/C=C\C/C=C\C/C=C\C/C=C\C/C=C\CCC(=O)NCC(=O)O,3.7%
Cc1csc(CNc2ncnc3cc(-c4ccc5c(c4)OCO5)ccc23)n1,-0.2%
Cc1ccc(F)c(Cn2cnc3c(cnn3C(C)(C)C)c2=O)c1Cl,-3.7%
COc1ccc(-c2nn(C)c(=O)c3ccccc23)cc1CNC(=O)NC1CCCCC1,2.6%
CC1(C)CCc2cc(S(=O)(=O)N3CCN(S(=O)(=O)c4c(F)cccc4F)CC3)ccc2O1,0.9%&0.9%&-2.5%
CCCCC1=CC2=C(OC(C)=O)C(=O)C(C)(OC(=O)CC)C(=O)C2=CO1 (centres undefined),3.7%
O=C(N/N=C/c1ccccn1)c1ccc(Cl)c(Cl)c1,-8.5%
Cc1cc(N2CCCC2)n2nc(C)c(-c3ccccc3)c2n1,11.9%
CCCCn1c(SCn2nnc3ccccc3c2=O)nc2cc(C(=O)OC)ccc2c1=O,6.3%
Cc1ccc(S(=O)(=O)c2nc(C)oc2NCc2ccccc2)cc1,6.2%
CC(=O)O[C@@H](C)C[N+](C)(C)C,7.4%[56.1 µM]
CC(C)c1onc(-c2c(Cl)cccc2Cl)c1COc1ccc(/C=C/c2cccc(C(=O)O)c2)c(Cl)c1,-12.8%
Cc1[nH]c2ccccc2c1/C=N/Nc1ccc(F)cc1F,6.9%
CC(=O)OC1CC(C)OC(C)O1 (centres undefined),4.8%
COC1CC(O[C@H]2/C(C)=C/CC3CC(C[C@]4(CCC(C)C(C5CCCCC5)O4)O3)OC(=O)[C@H]3C=C(C)/C(=N/O)C4OC/C(=C\C=C\[C@@H]2C)[C@@]43O)OC(C)C1O (some centres undefined),13.0%[56.1 µM]
C=C1CCN(C(Cc2ccccc2)C(=O)NCc2ccc(Cl)c(Cl)c2)S(=O)(=O)c2ccccc21 (centres undefined),-0.3%
CCCCC[C@H](O)/C=C/C=C\C/C=C\CCCCCCC(=O)O,2.5%
NC(N)=NCCC[C@H](N)C(=O)N1CCC[C@H]1C(=O)N1CCC[C@H]1C(=O)NCC(=O)N[C@@H](Cc1ccccc1)C(=O)N[C@@H](CO)C(=O)N1CCC[C@H]1C(=O)N[C@@H](Cc1ccccc1)C(=O)O,7.5%
CC(C)(C)c1ccc(/C=C/C(=O)Nc2ccc3c(c2)OCCO3)cc1,11.7%
CCN1C(C)=C(C(=O)OC)C(c2ccccc2)N2C(=O)[C@](O)(C(=O)OC)C(c3ccccc3)C(C(=O)c3ccccc3)=C12 (some centres undefined),4.8%[21 µM]
O=C(CCCl)Nc1cccc2cccnc12,-0.1%
C/C(CCC(=O)OC[C@@H]1O[C@H](C#Cc2ccccc2)C=C[C@@H]1Oc1ccc(C)cc1)=N/O[C@@H](C)CN1CCCc2nc(C)c(C)cc21,11.1%[21 µM]
COc1ccc2c(c1)O[C@@H](c1cccc(C(F)(F)F)c1)[C@H](OC(=O)NS(=O)(=O)c1ccc(C)cc1)C2=O,3.1%

The list goes on; it opens with the two that closed the last part.
structure,TDP1 block
C/C(CCC(=O)OC[C@@H]1O[C@H](C#Cc2ccccc2)C=C[C@@H]1Oc1ccc(C)cc1)=N/O[C@@H](C)CN1CCCc2nc(C)c(C)cc21,11.1%[21 µM]
COc1ccc2c(c1)O[C@@H](c1cccc(C(F)(F)F)c1)[C@H](OC(=O)NS(=O)(=O)c1ccc(C)cc1)C2=O,3.1%
CCn1c(SCC(=O)Nc2cc(C)on2)nc2sc(C)c(C)c2c1=O,1.0%
CCCCCCC1=Cc2cc(OC)c(OC)cc2C(C(C(C)=O)C(=O)OCC)O1 (centres undefined),6.9%[21 µM]
COc1ccccc1NC(=O)c1cc2c(-c3ccccc3)nn(-c3ccccc3)c2s1,1.1%
COc1ccc(NS(=O)(=O)c2ccc(NC(=O)c3cnn4c(C(F)F)cc(-c5ccc(C)cc5)nc34)cc2)cc1,1.1%
Cc1c(C(=O)NCCCN2CCOCC2)sc2nc(-c3ccccc3)cn12,5.2%
CCCC1Cc2c(sc(NC(=S)NC(=O)c3ccccc3)c2C#N)CO1 (centres undefined),-3.0%
O=S(=O)(Nc1cccc2ccccc12)c1cccc2ccccc12,1.1%
Cc1nc(SCc2ccc(Cl)cc2)c(C#N)c(C)c1Cl,-11.0%
O=C(N=C1c2ccccc2CN1c1ccc(F)c(Cl)c1)c1cccnc1Cl,9.1%
Cc1ccc(Nc2nc(-c3sc(NC(=O)c4ccc([N+](=O)[O-])cc4)nc3C)cs2)cc1,8.6%
CCc1ccccc1NC(=O)CSc1nccn1C,3.2%
N#CC(C(=O)OC1CCCCC1)c1nc2ccccc2nc1N1CCCCC1 (centres undefined),0.0%
CC(C)Cn1c(N)c(C(=O)COC(=O)c2cc(C(F)(F)F)nc3c(C(F)(F)F)cccc23)c(=O)n(C)c1=O,0.3%&-2.7%
COc1ccc(N(C)S(=O)(=O)c2cccc(C(=O)Nc3ccc(OC)nc3)c2)cc1,2.8%
CCOC(=O)CN(C(=O)CSc1nnc2c(n1)[nH]c1c(C)cc(C)cc12)c1ccccc1,1.8%
CC/C(=C(\c1ccccc1)c1ccc(OCCN(C)C)cc1)c1ccc(O)cc1,14.4%
Cn1c2ccccc2c(=O)c2c(=O)n(Cc3ccco3)c(-c3ccc(Cl)cc3Cl)nc21,-1.3%
CCCCSc1nc(-c2ccc(OC)cc2)ccc1C#N,5.8%
CCc1ccc(Nc2nnc(SCC(=O)c3ccc4c(c3)NC(=O)CO4)s2)cc1,-8.1%
CCCC(=O)OCc1cnc(C)c2oc(=O)c(C(=O)Nc3cccc(C(F)(F)F)c3)cc12,-3.8%

Entries from the list above with an NH in an aromatic ring:
structure,TDP1 block
Cc1[nH]c2ccccc2c1/C=N/Nc1ccc(F)cc1F,6.9%
CCOC(=O)CN(C(=O)CSc1nnc2c(n1)[nH]c1c(C)cc(C)cc12)c1ccccc1,1.8%

The list continues.
structure,TDP1 block
CCCC[C@@H]1C[C@H]1C(NC(=O)c1cccs1)c1ccc(C(F)(F)F)cc1 (some centres undefined),-3.3%
Cc1cc(NC(=O)Cc2ccccc2)cc(-c2nc3ccccc3o2)c1O,5.8%
COc1ccc2cc(-c3nnc(Nc4ccccc4)s3)c(=O)oc2c1,-4.7%
C#CCOCCOCCOCCNc1nc(N2CCN(C(=O)[C@H]([C@@H](C)CC)n3cc(CCCN=C(N)N)nn3)CC2)nc(N2CCN(C(=O)[C@H]([C@@H](C)CC)n3cc(CCCN=C(N)N)nn3)CC2)n1,-6.6%
CN1C(=O)C[C@H](C(=O)O)[C@@H]1c1cccnc1,13.4%
COc1ccccc1-c1c(C#N)c(SCC(=O)N2CCCC2)nc(C)c1C(N)=O,4.1%
C[C@@H]1C[C@](C)(C(=O)c2ccc3ccccc3c2)C=C1c1ccc2ccccc2c1,2.5%
Fc1cccc(CNc2ncnc3ccc(-c4ccc5c(c4)OCO5)cc23)c1,2.8%
CCOC(=O)N1CCc2c(sc(NC(=O)c3ccc(Cl)s3)c2C(N)=O)C1,-2.6%
CCOC(=O)C1=C(C)NC(C)=C(C(=O)OCC)C1c1ccccc1C=CC(=O)OC(C)(C)C,0.0%
COCCn1c(SCC(=O)Nc2ncc(C)s2)nc2sc3c(c2c1=O)CCC3,7.0%
COC(=O)NC(/C(C(=O)OC)=C(\C)NCc1ccccc1)c1ccc(Cl)cc1 (centres undefined),9.0%[21 µM]
CSc1nc(C)c2c(n1)OC(CN1C(=O)c3ccccc3C1=O)C2 (centres undefined),-3.8%
C[C@H](NC(c1cccc2nc(O)c(O)nc12)P(=O)(O)O)c1ccc(Br)cc1 (some centres undefined),8.2%
Cc1cc2[nH]c3c(=O)n(Cc4ccccc4F)ncc3c2s1,-0.2%&-0.8%
CC(=O)N1C=Cc2c(c(C)c3c([nH]c4ccccc43)c2C)C1,-3.9%
O=c1c2ccccc2[nH]c(=S)n1CCN1CCC(=C(c2ccc(F)cc2)c2ccc(F)cc2)CC1,5.5%
COc1cccc(N=c2oc3c(C)ncc(CO)c3cc2C(=O)Nc2ccccc2OC)c1,4.3%
COc1ccc(CN(C)C(C)C(=O)Nc2ccc(S(=O)(=O)N3CCCC3)cc2)c(OC)c1OC (centres undefined),0.0%
COCCN(CCOC)c1nc(C)nc2c1nc(-c1ccccc1)n2CCN(C)C,-0.9%

Next section (2 carried over from the part before).
structure,TDP1 block
COc1ccc(CN(C)C(C)C(=O)Nc2ccc(S(=O)(=O)N3CCCC3)cc2)c(OC)c1OC (centres undefined),0.0%
COCCN(CCOC)c1nc(C)nc2c1nc(-c1ccccc1)n2CCN(C)C,-0.9%
COC(=O)[C@@]1(Cc2ccc(OC)cc2)[C@@H]2[C@@H](CC(=O)[C@H]2CC(=O)C(=O)N2CCCC2)CN1C(=O)c1ccccc1,7.5%
COc1ccc(C2c3c(N)nc(Cc4ccccc4)nc3Oc3ccc4ccccc4c32)cc1OC (centres undefined),1.7%
FC(F)Oc1ccc(C2=Nn3c(nnc3-c3ccccc3Cl)SC2)cc1OCC1CC1,0.8%
Cc1cc2c(s1)c1cnn(Cc3ccc(C(F)(F)F)cc3F)c(=O)c1n2C,-2.5%
CO[C@@H]1/C=C\CC(=O)N2CCC[C@@H]2C(=O)OC[C@H](C)C(=O)OC[C@H]1C,6.9%[21 µM]
Cc1c(C(=O)Nc2ccccc2N2CCOCC2)sc2nc3n(c(=O)c12)CCC3,-2.1%
CCCn1c(-c2ccc(F)cc2)nc2c(NCCN(C(C)C)C(C)C)nc(C)nc21,9.3%
CCn1c(SCC(=O)c2c(N)n(C)c(=O)n(C)c2=O)nc2sc(C)c(C)c2c1=O,5.8%
CC[C@H](C)[C@H](N)C(=O)N[C@H](C(=O)N[C@@H](CO)C(=O)N[C@@H](C)C(=O)N[C@H](C(=O)N[C@H](C(=O)NCC(=O)N[C@H](C(=O)N[C@@H](CC(C)C)C(=O)O)[C@@H](C)CC)C(C)C)C(C)C)[C@@H](C)CC,8.2%
O=S(=O)(CCc1ccccc1)c1nc2ccccc2s1,3.1%
O=C1NC(Cc2ccccc2)c2nc3ccc(F)cc3c(=O)n2-c2cc(Cl)ccc21 (centres undefined),-1.1%
CC1CCCCC1NC1=NCCCS1 (centres undefined),-2.6%
Cn1c(=O)[nH]c(=O)c2c1nc(NC1CCCCC1)n2CC(=O)NC1CCCCC1,5.2%
CSc1nc2sc3c(c2c2nnnn12)CCC3,1.0%
CC[C@H](C)[C@H](NC(=O)[C@H](Cc1ccc(O)cc1)NC(=O)[C@@H](NC(=O)[C@H](CCCN=C(N)N)NC(=O)[C@@H](N)CC(=O)O)C(C)C)C(=O)N[C@@H](Cc1cnc[nH]1)C(=O)N1CCC[C@H]1C(=O)N[C@@H](Cc1ccccc1)C(=O)N[C@@H](Cc1cnc[nH]1)C(=O)N[C@@H](CC(C)C)C(=O)O,8.9%
CCOCCn1cnc2sc(C(=O)Nc3nc(C)c(C(=O)OCC)s3)c(C)c2c1=O,0.0%
CCOc1ccc(-n2nc3ccc(NC(=O)c4cccc(F)c4)cc3n2)cc1,7.1%
CCOc1ccc(CN2CCN(c3cc(C)nc4c5c(C)cc(C)nc5nn34)CC2)cc1,6.8%
Cc1c(/C(O)=C2\C(=O)C(=O)N(CCCN(C)C)C2c2ccncc2)cnn1-c1ccccc1 (centres undefined),4.1%
COC(=O)C(C)Sc1nnc(Cc2cc(=O)[nH]c(=O)[nH]2)n1-c1ccc(Cl)cc1 (centres undefined),-1.2%
CCOc1cc(/C=C2\C(=O)N(c3cccc(C(=O)O)c3)N=C2C(F)(F)F)ccc1OCC(=O)Nc1ccccc1OC,-7.1%
COC(=O)[C@@]1(Cc2ccc(OC)cc2)[C@H]2c3cc(C(=O)N4CCCC4)n(Cc4cc(F)c(F)c(F)c4)c3C[C@H]2CN1C(=O)c1ccccc1,14.1%
CC(C)(C)OC(=O)NCCCCC1=CC2=CC(=O)C(C)(OC(=O)c3cnc4ccccc4n3)C(=O)C2=CO1 (centres undefined),4.4%
CCN1C(C)=C(C(=O)OC)C(c2ccccc2)N2C(=O)[C@@]3(C(=O)OC)O[C@@]12C1C(=O)N(c2ccccc2)C(=O)C13 (some centres undefined),5.8%[21 µM]
O=C(CN1C(=O)CC(c2ccco2)Sc2ccccc21)Nc1ccc(Br)cc1 (centres undefined),-2.9%
CCn1cc(C(=O)NCc2ccccn2)c(=O)c2cc(S(=O)(=O)N3CCCCC3)ccc21,-5.0%
CN(C)C=O,9.3%&4.2%
COc1ccc(S(=O)(=O)N(CCO)c2ccccc2CN(C)CC=Cc2ccc(Cl)cc2)cc1,7.1%
COC(=O)[C@@H](NC(=O)O[C@@H]1C(=O)c2cc(Br)ccc2O[C@H]1c1cccc(OC)c1)C(C)C,6.2%&3.9%
